# ATXN viability: Viability Counterscreen for Primary qHTS for Inhibitors of ATXN expression. Potency, µM (doses to about 56.7 µM), usual class: cytotoxic. hit rate 0.49% among 400,000. AID 651635, 2014. S2 cells (HEK-293 line with an ATXN2-luciferase reporter) viability, CellTiter-Fluor protease fluorescence, 24 h; also: potency is read from the fitted curve at half-maximal effect; nearly all actives have a fitted effect of over 40% in size
# KB-V1 cytotox: qHTS assay for MDR1-selective chemotherapeutics: Primary screen using the drug-selected MDR subline cells KB-V1 | Potency, µM (highest dose often 46.1 µM), for the others: at the top dose activity change, negative = cytotoxicity, actives largely listed as cytotoxic | KB-V1 MDR cells viability, CellTiter-Glo, 72 h | hit rate 3.4% among 400,000 | AID 1347076, 2019; also: potency is read from the fitted curve at half-maximal effect; % is scaled to controls: 0 for no effect and ±100 for the full control effect; nearly all actives have a fitted effect of over 60% in size
#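 Readout: CellTiter-Glo luminescence, 10 min after addition. Cells: KB-V1 MDR subline, 72 h at 37 degrees C with compound. Analysis: corrected, normalized data fitted to concentration-effect curves.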
# IL1B secr inh: qHTS for Inhibitors of Inflammasome Signaling: IL-1-beta AlphaLISA Primary Screen. hit rate 4.7% among 360,000. THP-1 LPS/ATP IL-1B secretion, AlphaLISA, 16 h; stronger effect = lower value. activity change, % at 57.5 µM. AID 743279, 2014; in the data active = activity change below about -50%; inconclusive = mostly about -30% to -49%; also: % is scaled to controls: 0 for no effect and ±100 for the full control effect
#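 Secreted IL-1B measured by AlphaLISA bead assay after 16 h compound exposure of THP-1 cells; compounds (final up to 57.5 uM) added 1 h before LPS (250 ng/mL) and ATP (1.25 mM) stimulation; lower signal means less secretion.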
# KB-3-1 cytotox: qHTS assay for MDR1-selective chemotherapeutics: Primary screen using the parental adenocarcinoma cell KB-3-1; Potency, µM (top dose mostly 46.1 µM), without a hit: at the top dose activity change, negative = cytotoxic, hits mostly cytotoxic; KB-3-1 viability, CellTiter-Glo ATP luminescence, 72 h; AID 1347075, 2019; hit rate 1.4% among 400,000; also: potency is read from the fitted curve at half-maximal effect; % is scaled to controls: 0 for no effect and ±100 for the full control effect; nearly all actives have a fitted effect of over 60% in size
#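 72 h, 37 °C compound treatment of KB-3-1 parental cells; CellTiter-Glo added, 10 min, luminescence read. Data corrected against DMSO-only plates and normalized before curve fitting.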
# HT1080 IDH1KD tx: qHTS for induction of synthetic lethality in tumor cells producing 2HG: qHTS for the HT-1080-IDH1KD cell line. AID 686971, 2013. hit rate 2% among 360,000. HT-1080 IDH1 knockdown viability, ATP luminescence, 48 h. Potency, µM (doses to about 46.1 µM), inactives show top-dose activity, negative = toxicity, actives largely listed as cytotoxic;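 also: potency is read from the fitted curve at half-maximal effect; 0% = DMSO wells and -100% = cell-free medium wells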
#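 % activity derives from luminescence (CellTiter-Glo), normalised to DMSO and no-cell wells. HT-1080-IDH1KD cells, 750/well, had 48 h compound exposure at 37 °C.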
# SW480 rerep: A quantitative high throughput screen for small molecules that induce DNA re-replication in SW480 colon adenocarcinoma cells | SW480 DNA re-replication, Hoechst DNA content imaging, 48 h | Potency, µM (highest dose often 46.1 µM), inactives show top-dose re-replication activation, most hits filed as activators | hit rate 1.8% among 340,000 | AID 624297, 2012; also: potency is read from the fitted curve at half-maximal effect; % of control where 0% means no effect; nearly all actives have a fitted effect of over 55% in size
#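 SW480 cells exposed to compounds for 48 hr at 37 C, 5% CO2, then Hoechst-stained 40 min. Nuclear DNA content imaged by fluorescence scanning (405 nm excitation, 500-530 nm emission); re-replication scored as increased high-intensity nuclei.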
# MCF10A rerep: A quantitative high throughput screen for small molecules that induce DNA re-replication in MCF 10a normal breast cells; MCF 10A DNA re-replication, Hoechst nuclear intensity, 48 h; hit rate 2.9% among 350,000; Potency, µM (highest dose often 46.1 µM), for inactives: at the top dose activity, positive = re-replication, most hits filed as activators; AID 624296, 2012; also: potency is read from the fitted curve at half-maximal effect; % of control where 0% means no effect; nearly all actives have a fitted effect of over 50% in size
# HT1080NT lethal: qHTS for induction of synthetic lethality in tumor cells producing 2HG: qHTS for the HT-1080-NT fibrosarcoma cell line | HT-1080-NT fibrosarcoma viability, CellTiter-Glo ATP luminescence, 48 h | Potency, µM (highest dose often 46.1 µM), inactives show top-dose activity, negative = less viability, actives largely listed as cytotoxic | hit rate 1.6% among 360,000;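 also: NT is the 2HG producing partner of a matched IDH1 knockdown line; potency is read from the fitted curve at half-maximal effect; 0% = DMSO-treated cells and -100% = media-only wells without cells; nearly all actives have a fitted effect of over 55% in size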
#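 Luminescent CellTiter-Glo readout after 48 hours of compound exposure at 37 degrees C defined viability of HT-1080-NT cells. Activity was normalized to DMSO wells and cell-free media wells; concentration-response curves were fitted and assigned curve classes.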
# ATXN2 expr inh: Primary qHTS for Inhibitors of ATXN expression | HEK-293 ATXN2-luciferase reporter, luminescence, 24 h | Potency, µM (top dose mostly 57 µM), for the others: at the highest dose activity change, negative = inhibition, most hits filed as inhibitors | hit rate 0.72% among 360,000 | AID 1745845, 2022; also: potency is read from the fitted curve at half-maximal effect; % is scaled to controls: 0 for no effect and ±100 for the full control effect; nearly all actives have a fitted effect of over 55% in size
#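 qHTS (up to 57 uM final) was run with 24 h compound exposure of reporter cells at 37 °C. Each well was multiplexed: SteadyGlo luminescence measured ATXN2-luciferase expression after a fluorogenic Gly-Phe-AFC viability readout (25 uM final).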
# Starred values were filed as active, the others as inactive; i = inactive; ? = inconclusive; · = not tested or not shown; [ ] = another dose, or the depositor's remark. Unless noted, calls follow the shape of the dose curve; as a rule, active = well fitted curve in the direction sought with a large enough effect; inconclusive = small, poorly fitted or top-dose-only effect, or another doubt; inactive = no such curve, though single readings can be large; an effect the other way counts as inactive or inconclusive.
SMILES,ATXN viability,KB-V1 cytotox,IL1B secr inh,KB-3-1 cytotox,HT1080 IDH1KD tx,SW480 rerep,MCF10A rerep,HT1080NT lethal,ATXN2 expr inh
COc1cc(NC(=O)c2ccc(-c3ccc(Br)cc3)o2)ccc1NC(=O)C(C)C,?,0%,0,-19%,-8%,-1%,9%,-6%,?
C=CC[C@H](CC(=O)N(CCO)Cc1ccccc1)C(=O)N[C@@H](COC(=O)[C@H](CC=C)CC(=O)OC(C)(C)C)Cc1c[nH]c2ccccc12,?,?,-62*,?,?,25%,23µM*,?,?
COc1ccc(-c2nnc(SCC(=O)NCc3cccs3)n2C(C)C)cc1,i,-7%,2,2%,1%,0%,0%,1%,?
CN(Cc1ccccc1)C(=O)COC(=O)c1ccccc1NS(=O)(=O)c1cccc(N)c1,i,-7%,9,6%,3%,-1%,9%,12%,6%
CCNC(=O)COc1cccc(C(=O)NCc2ccccc2)c1,i,-4%,5,0%,7%,-11%,-6%,1%,-9%
COCC1CCCCN1C(=O)c1ccc(OC2CCN(Cc3ccccn3)CC2)cc1 (stereo not drawn),i,?,i,-3%,16%,0%,7%,-2%,7%
Cc1ccc(NC(=O)CCNC(=O)Cn2ccc3ccccc3c2=O)cc1F,i,11%,-8,-6%,14%,-36%[inhibitor],-31%[inhibitor],16%,-35%
Cc1nc2scc(-c3ccccc3)c2c(=O)o1,i,-1%,25,0%,15%,-12%,14%,11%,-4%
O=c1[nH]c(SCc2cccc(F)c2)nc2c1CCCC2,i,15µM*,5,-5%,1%,-11%,12%,-2%,-12%
Cc1ccc(S(=O)(=O)C(CCC(=O)N2CCOCC2)S(=O)(=O)c2ccc(C)cc2)cc1,·,-16%,0,1%,-9%,4%,-2%,-11%,·
COc1ccccc1OCc1nnc(SCCN2CCOCC2)o1,i,?,8,-3%,1%,0%,0%,1%,5%
COc1ccccc1-c1nc(C#N)c(N2CCc3ccccc3C2)o1,i,?,-15,?,-20%,17%,16µM*,4%,0%
O=C(COc1ccccc1/C=C\c1[nH]c(=O)[nH]c(=O)c1[N+](=O)[O-])Nc1ccccc1,i,?,-14,-5%,10%,?,0%,0%,0%
Cn1c(=O)c2c(-c3ccccc3)n3c(c2n(C)c1=O)C(c1ccc([N+](=O)[O-])cc1)Nc1ccccc1-3 (stereo not drawn),i,?,·,?,·,·,·,·,-9%
CN(CCCC(=O)NCCc1ccccc1)S(=O)(=O)c1ccc([N+](=O)[O-])cc1,i,?,16,0%,0%,-4%,1%,-14%,-11%
CCC1Sc2ccc(S(=O)(=O)CCC(=O)Nc3ccc(NC(C)=O)cc3)cc2NC1=O (stereo not drawn),i,?,54,1%,2%,-14%,4%,16%,12%
FC(F)(F)c1ccc(CSc2nccn2-c2ccccc2)cc1,i,17%,-20,2%,-3%,-2%,-4%,0%,-8%
Cc1ccc(S(=O)(=O)Nc2ccc(-c3ccc(N4CCCCCC4)nn3)cc2)c(C)c1,?,?,·,16%,·,·,·,·,13%
O=C(C[C@H]1C[C@H](C(=O)N2CCOCC2)[C@@]2(CCC3CCCC3)c3[nH]c4ccc(Cl)cc4c3CCN2C1=O)NCC12CC3CC(CC(C3)C1)C2,i,-20%,43,-11%,1%,0%,0%,1%,-4%
COc1ccc(C(CC(=O)NCCCN2CCOCC2)NS(=O)(=O)c2ccc(C)cc2)cc1 (stereo not drawn),i,24%,16,3%,10%,1%,0%,12%,9%

# Retrieved by structure from the entries so far, 2 records:
SMILES,ATXN viability,KB-V1 cytotox,IL1B secr inh,KB-3-1 cytotox,HT1080 IDH1KD tx,SW480 rerep,MCF10A rerep,HT1080NT lethal,ATXN2 expr inh
COc1ccccc1OCc1nnc(SCCN2CCOCC2)o1,i,?,8,-3%,1%,0%,0%,1%,5%
COc1ccc(-c2nnc(SCC(=O)NCc3cccs3)n2C(C)C)cc1,i,-7%,2,2%,1%,0%,0%,1%,?

# (cont.)
SMILES,ATXN viability,KB-V1 cytotox,IL1B secr inh,KB-3-1 cytotox,HT1080 IDH1KD tx,SW480 rerep,MCF10A rerep,HT1080NT lethal,ATXN2 expr inh
O=C(Oc1ccccc1)c1c(Cl)cccc1P(=O)(O)O,i,21%,9,2%,13%,1%,-1%,27%,0%
COc1cccc(C(=O)NCC(=O)OCC(=O)c2ccccc2)c1,i,0%,7,-1%,-2%,-5%,-1%,0%,7%
CC(=O)c1c(N2CCN(C)CC2)nc(=S)n(Cc2ccccc2)c1C,i,-18%,-12,-3%,4%,?,-1%,-1%,1%
Cc1cccc(/C(N)=N/OC(=O)c2ccc(F)cc2)c1,i,26%,-11,11%,9%,-7%,6%,1%,57%[activator]
COc1ccc(C(=O)CSc2nc3nc(C)cc(C)n3n2)cc1OC,i,?,2,20%,19%,-8%,-1%,-18%,0%
Cc1cc(=O)nc2c3ccccc3n(CC(=O)NCCCN3CCCCC3C)n12 (stereo not drawn),?,28%,4,6%,0%,-2%,1%,-7%,·
COC(=O)c1ccc2c(=O)n(CCCCCC(=O)NCc3ccccn3)c(=O)[nH]c2c1,i,-25%,22,27%,-3%,0%,2%,-10%,7%
O=C(NCCCn1ccnc1)C1CCCN(S(=O)(=O)c2cc(Cl)ccc2Cl)C1 (stereo not drawn),i,2%,10,?,-5%,-1%,9%,-7%,-26%
CC(=O)c1c(C)nc(-c2ccc(OCC(=O)Nc3cccc(C)c3C)cc2)n1O,i,1%,-16,-2%,-1%,10%,6%,0%,-8%
COc1ccc(CCNC(=O)C2CCCN(c3nc4ccccc4s3)C2)cc1OC (stereo not drawn),?,-3%,-20,-5%,9%,-53%[inhibitor],6%,6%,-20%
O=C1c2ccccc2/C(=C\c2ccc3[nH]ccc3c2)N1c1ccccc1,?,-2%,4,0%,-12%,5%,14%,1%,-4%
CN(Cc1ccccc1)C(=O)COC(=O)c1ccc2c(c1)OCO2,i,13%,9,3%,9%,-2%,-5%,16%,22%
Cc1cccc(NC(=S)NC(=O)c2ccc(Br)o2)c1C,i,4%,-1,3%,-4%,-3%,0%,-10%,·
O=C(COC(=O)/C=C/c1ccc(Cl)cc1Cl)NCC1CCCO1 (stereo not drawn),i,27%,-16,12%,7%,?,7%,7%,2%
O=C(c1cc2ccccc2oc1=O)N1CCN(c2ncccn2)CC1,i,-19%,6,-4%,16%,-11%,-1%,17%,45%[activator]
Cc1cccc(N2CCN(C(=O)C3CCN(c4ncnc5c4nc4n5CCCCC4)CC3)CC2C)c1 (stereo not drawn),?,?,?,?,?,?,15µM*,?,?
COc1ccc(NC(=O)c2ccc(-n3nc(C)cc3C)cc2)cc1OC,i,-7%,-51*,1%,-2%,-1%,6%,5%,6%
CC(C)C[C@@H](CNCC(=O)[C@H](Cc1ccccc1)NC(=O)c1[nH]cnc1C(=O)N[C@@H](C)CN)NC(=O)c1nc[nH]c1C(=O)N[C@@H](C)C(=O)O,i,?,23,12%,6%,-2%,-28%,8%,2%
CC(=O)O[C@@H]1[C@H]2[C@@H](C[C@@H](C)[C@@H]3CCC(=O)[C@@]13C)OC(=O)[C@@H]2C,i,0%,23,18%,4%,-2%[9.22 µM],9%,9%,7%
C(=Nn1cnnc1)c1ccc2c(c1)CCC2,i,?,3,16µM*,4%,·,·,-1%,·
O=C(O)c1ccc(-c2nc3scc(-c4ccccc4)c3c(=O)[nH]2)cc1,i,-7%,-4,-23%,0%,29%,1%,-5%,1%
Cc1cccc(C(=O)Nc2cc(Cl)ccc2-n2cncn2)c1[N+](=O)[O-],i,-4%,1,8%,-2%,-222%[inhibitor],0%,-11%,12%
O=C1C(Cc2ccc(F)cc2)SC(=Nc2ccccc2)N1c1ccccc1 (stereo not drawn),i,?,0,10%,-5%,·,23%,-6%,-10%
Cc1onc(-c2ccccc2Cl)c1C(=O)NCCn1c(C)cc2ccccc21,?,-7%,-10,0%,-2%,5%,23%,0%,-1%
CC(=O)c1cc2c(cc1N/C(=N/S(=O)(=O)c1ccc(F)cc1)c1ccccc1)OCO2,i,11%,·,0%,·,·,·,·,3%
COc1ccc(-c2nc3ccc(C)cn3c2Cc2ccc(C)cc2)cc1OC,·,-32%,-19,0%,-27%,·,·,-22%,-14%
O=C(CNC(=O)c1ccc(N2C(=O)c3ccccc3C2=O)cc1)OCC(=O)c1cccc2ccccc12,i,27%,9,4%,14%,-5%,-1%,10%,-9%
O=C(NC(=S)Nc1ccc(Cl)cc1)c1cncc(Br)c1,i,4%,10,?,20%,-4%,2%,9%,-14%
CC1CCCCN1S(=O)(=O)c1ccc(C(=O)N2CCOCC2)cc1 (stereo not drawn),i,-9%,27,-5%,-1%,-20%,-3%,1%,4%
CCN(CC)c1ccc(C2C(C(N)=O)=C(C)Nc3nc(SCc4ccccc4)nn32)cc1 (stereo not drawn),i,19%,·,0%,·,·,·,·,-25%
CC1=C(C(=O)N2CCOCC2)CC(CC(=O)NCc2cccs2)C(=O)N1CCCN1CCCC1=O (stereo not drawn),i,-2%,2,0%,14%,·,·,17%,1%
CN(C(=O)c1ccc(=O)[nH]c1)C1(C(=O)NC2CCCCC2)CCCCC1,?,6%,-1,17%,10%,12%[9.22 µM],-6%,-1%,5%
CCN(CC)S(=O)(=O)c1ccc(N2CCOCC2)c(NC(=O)c2cc(C)cc(C)c2)c1,i,-1%,-51*,0%,-10%,9%,12%,-1%,-13%
CCc1cc(=O)oc2cc(C)c(CN3CCCCC3)c(O)c12,i,16µM*,39,-5%,-1%,-5%,23%,-5%,5%

# High-throughput results from PubChem BioAssay.
